# Screens deposited in PubChem BioAssay by National Center for Advancing Translational Sciences (NCATS).
# FEN1 inhibitor: inhibitors of human flap endonuclease 1 | P39748 | Recombinant FEN1 flap cleavage, fluorescence, 15 min | Potency, µM (top dose mostly 114 µM), without a hit: at the highest dose activity change, negative = inhibition, actives largely listed as inhibitors | hit rate 0.35% among 390,000 | AID 588795; further: nearly all actives have a fitted effect of over 65% in size
# Target sequence (P39748 whole entry, looked up): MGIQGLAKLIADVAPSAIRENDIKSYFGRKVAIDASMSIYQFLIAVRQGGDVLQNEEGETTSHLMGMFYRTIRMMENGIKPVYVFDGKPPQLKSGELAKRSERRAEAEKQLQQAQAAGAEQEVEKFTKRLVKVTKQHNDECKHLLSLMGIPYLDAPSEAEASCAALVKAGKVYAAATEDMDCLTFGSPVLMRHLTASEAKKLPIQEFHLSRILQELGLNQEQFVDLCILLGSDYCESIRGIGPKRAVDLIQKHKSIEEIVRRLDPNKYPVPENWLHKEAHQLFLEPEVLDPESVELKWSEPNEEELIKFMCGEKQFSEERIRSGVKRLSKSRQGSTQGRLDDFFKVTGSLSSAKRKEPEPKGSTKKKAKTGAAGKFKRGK
#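 FEN1 at 10 nM preincubated with compounds 15 min at room temperature, then flap DNA substrate added at 50 nM final. Signal read at 0 and 15 min; concentration-response fitted with four-parameter Hill equation.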
# N370S GC mod: N370S glucocerebrosidase modulation, Gaucher chaperone candidate; N370S GC spleen homogenate, 4MU-glucoside fluorescence; Potency, µM (series often up to 59.4 µM), inactives show top-dose activity change, negative = inhibition, actives largely listed as inhibitors; hit rate 0.092% among 330,000;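 further: 0% = full enzyme activity and -100% = no enzyme basal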
# TDP1 block: blocks human tyrosyl-DNA phosphodiesterase 1. Q9NUW8. recombinant TDP1, AlphaScreen DNA substrate cleavage. Potency, µM (highest dose often 130 µM), for the others: at the top dose activity change, negative = inhibition, most hits filed as inhibitors. hit rate 0.28% among 350,000. AID 485290; further: nearly all actives have a fitted effect of over 40% in size
# Target sequence (Q9NUW8 whole entry, looked up): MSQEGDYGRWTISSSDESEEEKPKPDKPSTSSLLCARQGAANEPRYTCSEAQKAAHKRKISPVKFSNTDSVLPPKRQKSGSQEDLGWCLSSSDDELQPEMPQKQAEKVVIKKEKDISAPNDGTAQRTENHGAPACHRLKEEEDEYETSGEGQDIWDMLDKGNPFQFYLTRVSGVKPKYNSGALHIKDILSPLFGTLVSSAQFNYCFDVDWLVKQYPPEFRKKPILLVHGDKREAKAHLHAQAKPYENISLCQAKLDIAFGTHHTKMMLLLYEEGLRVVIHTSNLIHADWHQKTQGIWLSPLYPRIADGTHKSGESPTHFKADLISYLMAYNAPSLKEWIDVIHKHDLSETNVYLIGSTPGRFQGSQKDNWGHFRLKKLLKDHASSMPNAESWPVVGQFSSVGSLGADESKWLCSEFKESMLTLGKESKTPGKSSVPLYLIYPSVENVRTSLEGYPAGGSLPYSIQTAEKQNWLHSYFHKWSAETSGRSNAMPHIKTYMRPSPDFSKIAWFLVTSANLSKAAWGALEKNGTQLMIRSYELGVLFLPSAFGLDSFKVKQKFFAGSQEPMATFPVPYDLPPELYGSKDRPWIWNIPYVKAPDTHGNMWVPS
#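 Steps: enzyme plus compound, 15 min RT; add biotin/phosphotyrosine-FITC oligonucleotide (15 nM final), react 5 min; add donor/acceptor beads (10 ug/ml final), 10 min; read AlphaScreen. Tdp1 at 1 nM final.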
# The depositor's hits bear a star; ? = inconclusive; nt = not tested or not shown; & = joins results of further samples; [ ] = dose if it differs, or a comment. The call rests on the fitted dose curve; in most records, active means well fitted curve in the direction sought with a large enough effect; inconclusive means small, poorly fitted or top-dose-only effect, or another doubt; inactive means no such curve, though single readings can be large; an effect the other way counts as inactive or inconclusive. Unless noted, on the % scale 0 is the no-effect control and ±100 the full control effect; potency means the concentration at half of the fitted maximal effect.
1) CCOc1ccccc1CNS(=O)(=O)c1cnc(N)nc1
2) O=C(NC1CCN(Cc2ccccc2)CC1)c1ccc2c(c1)[nH]c(=O)n2Cc1ccc(F)cc1
3) Cc1nc(SCC(=O)c2cccs2)c2oc3ccccc3c2n1
4) CCCCCCCNC(=O)c1cc(-c2ccncc2)nc2ccccc12
5) CC(C(=O)N1CCN(C(=O)c2ccco2)CC1)N1C(=O)NC2(CCCCC2C)C1=O (stereo not given)
6) CCOC(=O)N1CCN(c2c(N3CCN(c4ccc(F)cc4)CC3)c(=O)c2=O)CC1

screen / no.,1,2,3,4,5,6
FEN1 inhibitor,-3%,-11%,9%,-2%,-4%,-6%
N370S GC mod,nt,-21%,?,-14%,nt,0%
TDP1 block,-3%,-3%,4%,nt,0%,nt

7) Cc1c(C(=O)N2CCN(Cc3cccs3)CC2)oc2ccccc12
8) COc1cccc(-n2c(SCC(=O)Nc3cccc(Cl)c3)nc3c(oc4ccccc43)c2=O)c1
9) CCN(C[C@H]1N[C@@](CC)(C(=O)OC)[C@H]2C(=O)N(C)C(=O)[C@@H]12)C(=O)Nc1ccc(OC)cc1
10) O=C(CSc1nnc(-c2ccncc2)o1)N1CCCC1
11) COc1ccc(-c2ccc(C(=O)C3CC3)cc2)cc1
12) CC[C@H](C)[C@H](NC(=O)[C@H](Cc1ccc(O)cc1)NC(=O)[C@@H](N)C(C)C)C(=O)N[C@@H](Cc1cnc[nH]1)C(=O)N1CCC[C@H]1C(=O)N[C@@H](Cc1ccccc1)C(=O)O

screen / no.,7,8,9,10,11,12
FEN1 inhibitor,-14%,-7%,2%,-4%,-6%,-1%
N370S GC mod,nt,nt,nt,11%,-7%,15%
TDP1 block,2%[56.1 µM],4%,2%,9%,nt,0%

13) CC(=O)c1ccc(OC(=O)CCN2c3ccccc3Sc3ccccc32)cc1
14) COc1cccc(Oc2ccc(C(F)(F)F)cc2NC(=O)CCc2nc3ccccc3c(=O)[nH]2)c1
15) CCOC(=O)N1CCC(NC(=O)C(NC(=O)C2CCCCC2)C(C)C)CC1 (stereo not given)
16) CCCCN1C(=O)C(O)=C(C(C)=O)C1c1ccc(OC)cc1OC (stereo not given)
17) CCOc1ccccc1CNC(=O)C(C)n1nc(C)c2c(C)n(-c3ccccc3)nc2c1=O (stereo not given)
18) COc1ccc(/C=C/c2nc(-c3ccccc3O)n(-c3ccccc3)n2)cc1

screen / no.,13,14,15,16,17,18
FEN1 inhibitor,1%,9%,nt,-14%,-12%,-8%
N370S GC mod,-14%,3%,-2%,-23%,-11%,6%
TDP1 block,2%,4%,4%,3%,3%,3%

19) COc1ccccc1Cn1c(=O)c2ccccc2n2c(SCc3csc(C)n3)nnc12
20) COc1ccc2c(Sc3ccc(Cl)cc3)c(C(=O)N3CCC(C)CC3)[nH]c2c1
21) Cc1noc(C)c1NC(=O)Nc1cccc2c1O[C@H](CN(C)C(=O)Nc1ccccc1)[C@@H](C)CN([C@H](C)CO)C2=O
22) CCOc1ccc(CCNC(=O)c2ccc(-c3nc(CSc4ccccc4)c(C)o3)cc2)cc1
23) Cc1ccc(NC(=O)CN(Cc2ccccc2)S(=O)(=O)c2ccc3nc(C)sc3c2)c(C)c1
24) C[C@]12c3[nH]c4ccccc4c3CCN1C(=O)C(CC(=O)NCc1ccco1)C[C@@H]2C(=O)N1CCCCC1 (stereo not given in full)

screen / no.,19,20,21,22,23,24
FEN1 inhibitor,-19%,?,3%,-3%,-5%,-4%
N370S GC mod,10%,nt,nt,nt,nt,nt
TDP1 block,6%,9%,0%,8%,6%,8%

# Structures listed so far with two or more sulfur atoms:
3) Cc1nc(SCC(=O)c2cccs2)c2oc3ccccc3c2n1
19) COc1ccccc1Cn1c(=O)c2ccccc2n2c(SCc3csc(C)n3)nnc12
23) Cc1ccc(NC(=O)CN(Cc2ccccc2)S(=O)(=O)c2ccc3nc(C)sc3c2)c(C)c1

screen / no.,3,19,23
FEN1 inhibitor,9%,-19%,-5%
N370S GC mod,?,10%,nt
TDP1 block,4%,6%,6%

# Fetched one by one from the list above, three records:
23) Cc1ccc(NC(=O)CN(Cc2ccccc2)S(=O)(=O)c2ccc3nc(C)sc3c2)c(C)c1
22) CCOc1ccc(CCNC(=O)c2ccc(-c3nc(CSc4ccccc4)c(C)o3)cc2)cc1
24) C[C@]12c3[nH]c4ccccc4c3CCN1C(=O)C(CC(=O)NCc1ccco1)C[C@@H]2C(=O)N1CCCCC1 (stereo not given in full)

screen / no.,23,22,24
FEN1 inhibitor,-5%,-3%,-4%
N370S GC mod,nt,nt,nt
TDP1 block,6%,8%,8%

# (more compounds)
25) CCOC(=O)c1ccc(CN(Cc2ccc(F)cc2)S(=O)(=O)c2cc(C(=O)Nc3cccc(C(F)(F)F)c3)ccc2F)cc1
26) COCCNc1nc2c(c(=O)n(Cc3cccc(Cl)c3)c(=O)n2C)n1C
27) CCOC(=O)Cc1c(C)c2c(O)cc(O)cc2oc1=O
28) Cc1ccc(CN2CCN(Cc3cccc4c3OCO4)CC2CCO)cc1 (stereo not given)
29) S=C(NNc1ccnc2cc(Cl)ccc12)Nc1ccccc1Cl
30) COC(=O)N[C@@H](c1cccc(F)c1)C(C(C)=O)C(=O)OC (stereo not given in full)

screen / no.,25,26,27,28,29,30
FEN1 inhibitor,-4%,-4%&-7%,-7%,-12%,-5%,nt
N370S GC mod,nt,-10%,6%,-6%,?,11%
TDP1 block,5%,nt,0%,3%,3%,-2%

31) COc1ccccc1N1CCN(CCCCN2C(=O)C3CCCCN3C2=O)CC1 (stereo not given)
32) ON=C1/C(=N\O)CC2(C/C1=N/O)OCCO2
33) Cc1ccc(N(CN2C(=O)C3C4CCC(C4)C3C2=O)C(=O)c2ccco2)cc1 (stereo not given)
34) Cc1cccc(C)c1OCC(=O)Nn1c(C)nc2ccccc2c1=O
35) COc1ccccc1OCCNC(=O)CNC(=O)c1ccc2c(c1)OCO2
36) CC1CCCCN1C(=O)CSc1nnc(-c2ccccc2F)o1 (stereo not given)

screen / no.,31,32,33,34,35,36
FEN1 inhibitor,0%,?,15%,5%,13%,-9%
N370S GC mod,-6%,11%,3%,10%,-1%,-5%
TDP1 block,nt,-3%,5%,-6%,-2%,nt

# Some entries already given, limited to N370S GC mod and TDP1 block:
item	Compound	N370S GC mod	TDP1 block
15	CCOC(=O)N1CCC(NC(=O)C(NC(=O)C2CCCCC2)C(C)C)CC1 (stereo not given)	-2%	4%
14	COc1cccc(Oc2ccc(C(F)(F)F)cc2NC(=O)CCc2nc3ccccc3c(=O)[nH]2)c1	3%	4%
19	COc1ccccc1Cn1c(=O)c2ccccc2n2c(SCc3csc(C)n3)nnc12	10%	6%
29	S=C(NNc1ccnc2cc(Cl)ccc12)Nc1ccccc1Cl	?	3%
12	CC[C@H](C)[C@H](NC(=O)[C@H](Cc1ccc(O)cc1)NC(=O)[C@@H](N)C(C)C)C(=O)N[C@@H](Cc1cnc[nH]1)C(=O)N1CCC[C@H]1C(=O)N[C@@H](Cc1ccccc1)C(=O)O	15%	0%

# Next section:
37) COc1ccc(NC(=O)C2CCCN(c3ncnc4onc(-c5ccc(F)cc5)c34)C2)cc1 (stereo not given)
38) CCOC(=O)C1CCN(C(=O)CCn2c(=O)[nH]c3ccsc3c2=O)CC1
39) Cc1ccc(-c2cnc3c(Cl)c(C)nn3c2)cc1
40) Cc1ccc(/C=C/c2onc(C)c2S(=O)(=O)N2CCC(C(=O)N3CCN(c4ccccc4F)CC3)CC2)cc1
41) CN(C)c1ccc(C(=O)NC2CCCc3ccccc32)cc1 (stereo not given)
42) CCc1ccc(OCCCC(=O)NCc2ccco2)cc1

screen / no.,37,38,39,40,41,42
FEN1 inhibitor,-13%,6%,-2%,-7%,3%,-2%
N370S GC mod,-1%,4%,-4%,nt,?,4%
TDP1 block,2%,4%,6%,5%,-3%,3%

43) CCOC(=O)c1cccc(NC(=O)c2cc(CN3CCOCC3)on2)c1
44) O=C(NCCc1ccccc1)c1ccc2c(c1)N(Cc1ccccc1F)C(=O)c1ccccc1S2=O (stereo not given)
45) CCn1c(SCC(=O)N2CCCc3ccccc32)nc2cccnc21
46) O=C(O)c1cccc(-n2cc(-c3cccc(C(F)(F)F)c3)cn2)c1
47) c1ccc(C(NCc2cccnc2)(c2ccccc2)c2ccccc2)cc1
48) C[C@@H](C(=O)Nc1nc2ccccc2s1)N1C(=O)C2CC=CCC2C1=O (stereo not given in full)

screen / no.,43,44,45,46,47,48
FEN1 inhibitor,0%,-17%,-8%,-4%,?,2%
N370S GC mod,nt,nt,3%,-5%,5%,0%
TDP1 block,-2%,3%,5%,nt,12%,2%

49) Cc1ccc(CNC(=O)C2CCCN(c3ncnc4onc(-c5ccc(F)cc5)c34)C2)cc1 (stereo not given)
50) Cc1cc(C)c2nc(N3CCOCC3)c(C#N)cc2c1
51) CCc1cc(C(=O)N2CCCC(C(=O)c3ccc(Cl)cc3)C2)no1 (stereo not given)
52) O=CN1CCN(C(C(=O)NC2CCCC2)c2cc3c(cc2[N+](=O)[O-])OCO3)CC1 (stereo not given)
53) COc1cccc(C(=O)Nc2ccc(N3CCCC3)cc2)c1
54) CC1(C)C(C(=O)OCC(Cl)(Cl)Cl)N2C(=O)C(NC(=O)Cc3ccccc3)C2S1=O (stereo not given)

screen / no.,49,50,51,52,53,54
FEN1 inhibitor,-17%,4%,-12%,0%,5%,10%
N370S GC mod,nt,0%,0%,-5%,-1%,3%
TDP1 block,-3%,nt,6%,-5%,7%,-1%

55) COCc1cc(C)n(CC(=O)OC)c(=O)c1C#N
56) COc1ccc(OC)c(CCNC(=O)c2cc3cccc4c3n2CC(C)S4)c1 (stereo not given)
57) NC(=O)C1CC(=O)N(c2ccc(OCC(=O)Nc3cccc(C(F)(F)F)c3)cc2)C1 (stereo not given)
58) CN(C)S(=O)(=O)c1cccc(NC(=S)Nc2ccc(Cl)cc2Cl)c1
59) C(=N\n1cnnc1)/c1ccc2ncccc2c1
60) Cc1nc2ccccc2c(=O)n1/N=C/c1ccncc1

screen / no.,55,56,57,58,59,60
FEN1 inhibitor,8%,6%,2%,4%,-11%,1%
N370S GC mod,0%,nt,3%,nt,27%,-8%
TDP1 block,-4%,6%,-8%,-1%,2%,-10%

61) C=CCn1cccc(C(=O)Nc2ccc(OCC)cc2)c1=O
62) Cc1ccc2c(CSc3nncs3)cc(=O)oc2c1
63) CS(=O)(=O)c1ccccc1-c1nc(-c2cccc(Cl)c2)no1
64) O=C1CC(=O)N(CCNc2ncc(C(F)(F)F)cc2Cl)C(=O)N1
65) Cc1nnc(SCC(=O)Nc2sccc2C#N)s1
66) CC(C)c1ccc(NC(=O)CSC2=Nc3ccccc3C3=NC(CC(=O)NC4CCCCC4)C(=O)N23)cc1 (stereo not given)

screen / no.,61,62,63,64,65,66
FEN1 inhibitor,-2%,6%,-8%,-1%,?,-14%
N370S GC mod,?,26%,8%,8%,-6%,nt
TDP1 block,3%,4%,0%,-2%,0%,3%

67) Cc1ccc(-c2cc(C(=O)OCn3nnc4ccccc4c3=O)c3ccccc3n2)cc1
68) CCOC(=O)Nc1ccc(OC)c([N+](=O)[O-])c1
69) COc1ccccc1N1CCN(C(CNC(=O)C(=O)NCCN(C)C)c2cccnc2)CC1 (stereo not given)
70) O=C(c1nc2ccccn2c1CNCC1OCCc2ccccc21)N1CCOCC1 (stereo not given)
71) O=c1c2c3nc4ccccc4nc3n(/N=C/c3ccco3)c2ncn1CCC1=CCCCC1
72) COc1cc(-c2noc(C)c2/C=C/c2ccc(OC(C)=O)cc2)cc(OC)c1OC

screen / no.,67,68,69,70,71,72
FEN1 inhibitor,2%,-3%,0%,-3%,7%,-22%&2%
N370S GC mod,-13%,0%,nt,15%,?,-26%
TDP1 block,-3%,3%,-6%,3%,0%,nt

73) O=C1c2[nH]nc(-c3ccc(Br)cc3)c2C(c2cccc(O)c2)N1c1ccc(Cl)cc1 (stereo not given)
74) CCN(CC)S(=O)(=O)c1ccc2c(c1)N(CC(=O)Nc1c(C)cccc1C)C(=O)C1CCCN21 (stereo not given)
75) CCOC(=O)c1cc(-c2cccs2)nc2onc(C)c12
76) CCC(=O)N1CCCc2cc(S(=O)(=O)N3CCN(c4ncccn4)CC3)ccc21
77) CC(C)(C)Nc1nc2ccc([N+](=O)[O-])cc2o1
78) N#Cc1c(Cl)nc(-c2ccncc2)nc1-c1ccccc1

screen / no.,73,74,75,76,77,78
FEN1 inhibitor,-6%,-6%,-12%,20%,-15%,-17%
N370S GC mod,nt,nt,22%,1%,2%,1%
TDP1 block,5%,-3%,-2%,1%,nt,nt

# Three entries out of the list, ordered by length of the SMILES, lowest first:
77) CC(C)(C)Nc1nc2ccc([N+](=O)[O-])cc2o1
76) CCC(=O)N1CCCc2cc(S(=O)(=O)N3CCN(c4ncccn4)CC3)ccc21
74) CCN(CC)S(=O)(=O)c1ccc2c(c1)N(CC(=O)Nc1c(C)cccc1C)C(=O)C1CCCN21 (stereo not given)

screen / no.,77,76,74
FEN1 inhibitor,-15%,20%,-6%
N370S GC mod,2%,1%,nt
TDP1 block,nt,1%,-3%
